# High-throughput results from PubChem BioAssay.
# Myeloid diff 2 = compounds promoting myeloid differentiation; ER-HoxA9 myeloid progenitors, lysozyme-GFP differentiation, flow cytometry; calls only at 10 µM; 360,000 tested, 1% active; AID 624256;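 active means normalized GFP-positive differentiation at or above the plate's own cutoff, the solvent-only control mean plus 3 SD; inconclusive means no clear call, values can overlap the other calls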;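 further: cells exposed to compound for four days before flow analysis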
# LYP inhibition = PTPN22 lymphoid phosphatase activity blockers – biochemical, fluorescence intensity, uHTS (AID 1779); one-dose inhibition, % at 11.5 µM; IC50 in µM for titrated hits; recombinant LYP phosphatase, fluorescence intensity; higher % means a stronger effect; 290,000 tested, 0.054% active;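 further: plate controls were vehicle with enzyme for no effect and no enzyme for full effect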
# NOD2 inhibition = inhibition of NOD2-driven NF-kB reporter – cell-based, luminescence, uHTS, HEK293 (AID 1566); HEK293 NOD2/NF-kB luciferase reporter, luminescence; higher % means a stronger effect; inhibition, % at 4 µM; hits with a dose series show EC50 in µM; 290,000 tested, 0.63% active; further: many of its hits are not listed in these tables
# NS5 inhibitors = flavivirus cap methylation enzyme inhibition – biochemical, confirmation dose response, primary screen (AID 588689) | Dengue-2 NS5 methyltransferase capping enzyme assay, biochemical; higher % means a stronger effect | inhibition, % at 25 µM, or IC50 in µM where a hit was titrated | 340,000 tested, 0.3% active; in the data active means a potency from the dose series; inconclusive means inhibition above about 29% without an active follow-up result
# SIAH1 antagonists = Siah-1 peptide-binding antagonists, primary screen, biochemical, fluorescence polarization, rhodamine-plectin, uHTS (AID 1817) | Siah-1 / rhodamine-plectin peptide fluorescence polarization; higher % means a stronger effect | 290,000 tested, 0.02% active | one-dose displacement, % at 20 µM; IC50 in µM for titrated hits;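 active means displacement of at least 50% at 20 µM, with a fluorescence ratio check between 0.3 and a set limit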;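 further: plate controls were Siah plus tracer with DMSO for no effect and tracer alone without Siah for full effect; strong numbers were not always called active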
# Lipid droplet = modulators of hepatic lipid droplet formation; 240,000 tested, 0.4% active; inhibition, % at 6.5 µM; AML12 mouse hepatocytes, oleate lipid droplets, BODIPY imaging; AID 1656;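 active means lipid droplet intensity inhibited by at least 50%, with more than 500 cells counted; inconclusive means wells with under 300 cells, treated as cytotoxic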
#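 Assay system: AML12 mouse liver cells | Compound dosing: One dose, 6.5 µM compound | Read-out basis: Droplet intensity reduction, % inhibition | Measured by: Fluorescence imaging, 20x objective, two fields per well | Schedule: Overnight treatment with compound plus oleate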
# XIAP antagonists = small molecules displacing peptide from XIAP – biochemical, IAP family, fluorescence polarization (AID 1018). XIAP BIR domain, fluorescence polarization peptide displacement; higher % means a stronger effect. displacement, % at 20 µM; hits with a dose series show IC50 in µM. 200,000 tested, 0.007% active; in the data active means displacement above about 50%; further: a part of the inactive calls stands beside numbers as strong as those of hits
# HIV peptide binding = inhibitors of HIV fusion peptide binding, primary screen, biochemical, uHTS, fluorescence dequenching (AID 1986). cell-free peptide binding, fluorescence dequenching, 30 min; higher % means a stronger effect. one-dose inhibition, % at 20 µM; IC50 in µM for titrated hits. 290,000 tested, 0.3% active; in the data active means inhibition mostly above about 52%, no sharp cut-off; inactive means mostly below about 76%; further: some results filed as inactive read as strong as hits
# AID2073 = inhibitors of Mint1-CaV2.2 protein interaction, biochemical, HTRF (AID 2073); HTRF protein-protein interaction, Mint1-CaV2.2; higher % means a stronger effect; inhibition, % at 20 µM, or IC50 in µM where a hit was titrated; 290,000 tested, 0.19% active; in the data active means inhibition mostly above about 51%, no sharp cut-off; inconclusive means no clear call, values can overlap the other calls; inactive means mostly below about 53%; further: some results filed as inactive read as strong as hits
# Lipid droplet cells 6.5 µM = further read-out of Lipid droplet, marked with its call; cell count; measured here: cell count, cytotoxicity flag;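 cells counted across two imaged fields per well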
# Myeloid diff 2 GFP+ MAC1+ % = also measured in Myeloid diff 2; calls as there; GFP+ MAC1+ double positive, %; measured here: differentiation confirmed by MAC1 staining
# Active calls of the source: *; i = inactive; ? = inconclusive; · = not tested or not shown; + = active, no number. Unless noted, no stated cut-off is given here; in the data, active means inhibition above about 50%; inactive means the rest. Some of the compounds tested; count on the stated rates, not on these rows.
SMILES,Myeloid diff 2,Myeloid diff 2 GFP+ MAC1+ %,LYP inhibition,NOD2 inhibition,NS5 inhibitors,SIAH1 antagonists,Lipid droplet,Lipid droplet cells 6.5 µM,XIAP antagonists,HIV peptide binding,AID2073
O=C(COC(=O)c1ccc(Cl)cc1O)NCCN1C(=O)CSC1=O,i,0.5,3%,-20%,2%,-9%,-8,716,·,-3.3%,18%
Cc1cc(Cl)ccc1OCC(=O)n1cc(C(=O)c2cc(Cl)ccc2O)cn1,·,·,0%,13%,·,0%,-17,717,-0.9%,-0.6%,12%
CCC(C)(C)NC(=O)CN(C(=O)CCC(=O)Nc1nccs1)c1cccc(C)c1C,i,1.3,-3%,11%,3%,-1%,-2,796,·,-0.1%,-2%
COc1ccccc1-n1cc(-c2ccc(Br)cc2)[nH]c1=S,i,1.1,-6%,-34%,-7%,-4%,-39,822,·,-1.0%,-12%
C=CCSC1=C(C#N)C(c2ccc(C(C)C)cc2)CC(=O)N1 (centres undefined),i,1.6,-4%,13%,-2%,2%,·,·,-2.0%,0.0%,-7%
Cc1cccc(NC(=O)Nc2ccccc2[N+](=O)[O-])n1,i,0.5,5%,-31%,-1%,0%,3,837,·,1.5%,8%
O=C(NCCNCc1ccc(F)cc1)c1ccco1,i,0.7,-5%,-14%,-4%,-8%,9,780,-2.3%,1.6%,24%
COc1ccc(C(=O)NCCCNC(=O)c2ccco2)cc1OC,i,0.6,-7%,12%,-1%,0%,5,792,·,1.6%,8%
CCN(CC)CCCN(Cc1cc2cc3c(cc2[nH]c1=O)OCCO3)C(=O)Nc1ccc(F)cc1,i,0.2,-5%,-23%,7%,-6%,·,·,-2.7%,0.9%,2%
O=P(c1ccc2c(c1)OCCO2)(N1CCOCC1)N1CCOCC1,i,0.9,-10%,-6%,10%,2%,·,·,-3.8%,-3.1%,-9%
O=C(/C=C/c1ccc(Br)o1)Nc1nccs1,i,0.2,3%,-47%,2%,-7%,4,692,-5.3%,9.0%,8%
O=[N+]([O-])c1ccc(N2CCCCCC2)c([N+](=O)[O-])c1,i,0.4,1%,-7%,-1%,4%,-23,632,-5.3%,4.3%,35%
CCOc1ccc(/C=N/Nc2ccccc2)cc1,i,1.0,0%,-17%,8%,-1%,·,·,·,-2.6%,-4%
Cc1cc(C)c2c(Cn3ccnc3)cc(=O)oc2c1,i,0.4,-4%,-45%,1%,-3%,·,·,·,0.8%,6%
O=C(CSc1nnc(CNC(=O)c2ccco2)o1)Nc1nc2ccccc2s1,i,0.5,-6%,13%,-3%,-1%,6,669,-6.6%,4.9%,-6%
O=S(=O)(c1cccc2cccnc12)N1CCN(c2ccc(F)cc2)CC1,i,0.2,-8%,9%,-7%,4%,-3,726,-2.4%,-1.6%,3%
Cc1cc(Cl)c(Cl)cc1S(=O)(=O)NCCCn1ccnc1,i,0.9,-11%,18%,-3%,1%,-8,804,·,-1.2%,13%
CCC(=O)c1cc2c(cc1NC(=O)C(C)C)OCCO2,i,0.7,-10%,17%,-5%,-2%,·,·,-4.3%,2.7%,12%
Cc1cc2cc(CN(CC3CCCO3)C(=O)c3cnccn3)c(=O)[nH]c2cc1C (centres undefined),i,1.8,0%,20%,-1%,2%,-7,653,-1.5%,-0.4%,0%
CCCN1CCN(S(=O)(=O)c2ccc(-c3cc(C)no3)s2)CC1,i,1.1,-12%,6%,-1%,6%,18,791,·,-0.5%,3%
CCc1ccc(-n2c(SCC(=O)c3ccc4c(c3)NC(=O)CO4)nc3ccccc3c2=O)cc1,i,1.1,-14%,-8%,-4%,-3%,1,644,-1.5%,-0.4%,25%
O=C(O)/C=C\C(=O)Nc1ccc(F)c(F)c1F,i,0.9,2%,0%,-2%,2%,-13,714,·,-1.5%,3%
CCc1ccccc1Nc1nc2ccccc2n1C(C)C,i,0.2,-3%,-8%,2%,10%,-2,667,-6.3%,-0.5%,45%
COc1ccc(/C(N)=N/OC(=O)CCC2CCCC2)cc1OC,i,0.4,-10%,14%,-2%,-2%,4,834,·,-1.7%,?
Cc1ccccc1OCC(O)CN1CCCCC1 (centres undefined),i,0.3,-10%,1%,-1%,-4%,8,692,-9.6%,-1.2%,-10%

# An excerpt from above in order of the HIV peptide binding value, high to low.
structure,Myeloid diff 2 GFP+ MAC1+ %,LYP inhibition,NOD2 inhibition,NS5 inhibitors,SIAH1 antagonists,XIAP antagonists,HIV peptide binding,AID2073
O=C(/C=C/c1ccc(Br)o1)Nc1nccs1,0.2,3%,-47%,2%,-7%,-5.3%,9.0%,8%
CCC(C)(C)NC(=O)CN(C(=O)CCC(=O)Nc1nccs1)c1cccc(C)c1C,1.3,-3%,11%,3%,-1%,·,-0.1%,-2%
Cc1cc(Cl)c(Cl)cc1S(=O)(=O)NCCCn1ccnc1,0.9,-11%,18%,-3%,1%,·,-1.2%,13%

# Reformatted: 4 of the compounds above
# Results follow in this order: Myeloid diff 2, Myeloid diff 2 GFP+ MAC1+ %, LYP inhibition, NOD2 inhibition, NS5 inhibitors, SIAH1 antagonists, Lipid droplet, Lipid droplet cells 6.5 µM, XIAP antagonists, HIV peptide binding, AID2073
- O=C(O)/C=C\C(=O)Nc1ccc(F)c(F)c1F
 : i, 0.9, 2%, 0%, -2%, 2%, -13, 714, ·, -1.5%, 3%
- CCc1ccccc1Nc1nc2ccccc2n1C(C)C
 : i, 0.2, -3%, -8%, 2%, 10%, -2, 667, -6.3%, -0.5%, 45%
- COc1ccc(/C(N)=N/OC(=O)CCC2CCCC2)cc1OC
 : i, 0.4, -10%, 14%, -2%, -2%, 4, 834, ·, -1.7%, ?
- Cc1ccccc1OCC(O)CN1CCCCC1 (centres undefined)
 : i, 0.3, -10%, 1%, -1%, -4%, 8, 692, -9.6%, -1.2%, -10%

# An excerpt from further up, for reference:
SMILES,Myeloid diff 2,Myeloid diff 2 GFP+ MAC1+ %,LYP inhibition,NOD2 inhibition,NS5 inhibitors,SIAH1 antagonists,Lipid droplet,Lipid droplet cells 6.5 µM,XIAP antagonists,HIV peptide binding,AID2073
O=P(c1ccc2c(c1)OCCO2)(N1CCOCC1)N1CCOCC1,i,0.9,-10%,-6%,10%,2%,·,·,-3.8%,-3.1%,-9%
O=C(/C=C/c1ccc(Br)o1)Nc1nccs1,i,0.2,3%,-47%,2%,-7%,4,692,-5.3%,9.0%,8%
O=[N+]([O-])c1ccc(N2CCCCCC2)c([N+](=O)[O-])c1,i,0.4,1%,-7%,-1%,4%,-23,632,-5.3%,4.3%,35%

# Next results:
SMILES,Myeloid diff 2,Myeloid diff 2 GFP+ MAC1+ %,LYP inhibition,NOD2 inhibition,NS5 inhibitors,SIAH1 antagonists,Lipid droplet,Lipid droplet cells 6.5 µM,XIAP antagonists,HIV peptide binding,AID2073
CC(C)CCNC(=O)c1cc(S(=O)(=O)N2CCCCC2)ccc1N1CCOCC1,i,0.3,-4%,8%,1%,10%,10,666,·,-1.0%,8%
O=C(Nc1ccc(F)cc1F)NC1CCN(Cc2c(F)cccc2Cl)CC1,i,0.5,-6%,28%,-5%,4%,-5,685,·,0.4%,10%
COc1cccc(C(=O)N2CCN(C(=O)c3cccc(F)c3)CC2)c1,i,1.2,-7%,2%,4%,-5%,0,760,-2.0%,1.7%,-5%
O=C(O)CC(NC(=O)OCc1ccccc1)c1ccc(Br)cc1 (centres undefined),i,1.1,3%,-5%,-1%,-2%,4,733,-6.5%,2.9%,12%
Cc1cc(Cl)ccc1C(=O)C1CCCN(C(=O)c2cnn(C(C)C)c2)C1 (centres undefined),i,1.0,-8%,2%,0%,-1%,-3,683,·,-0.8%,-2%
CCN(CC(=O)Nc1c(F)cccc1F)C(=O)CNC(=O)c1cccc(C)c1,i,0.2,-5%,-11%,3%,4%,3,820,·,1.0%,3%
Cc1cccc(N2C(=O)N3[C@H](c4ccc(F)cc4)[C@@H]4C(=O)N(C5CCCCC5)C(=O)[C@@H]4[C@]3(Cc3ccccc3)C2=O)c1,i,1.3,1%,-3%,-2%,2%,8,773,·,0.3%,8%
CCOc1ccc(C(=O)Nc2ccc(NC(=O)c3ccccc3)c(C)c2)cc1[N+](=O)[O-],i,0.5,-7%,5%,·,24%,-2,781,·,-5.1%,13%
CCSc1nnc(-c2cccnc2)n1Cc1ccco1,i,7.2,-2%,-40%,-4%,1%,·,·,-18%,168%,10%
COc1ccccc1NC(=O)c1ccc(N2CC3CC(C2)c2cccc(=O)n2C3)c(NC(=O)c2cccnc2)c1 (centres undefined),i,0.0,-7%,-15%,4%,-3%,-14,755,·,-2.5%,-39%
Cc1cc(=O)c(C(=O)O)nn1-c1ccc(Cl)cc1,i,0.5,-10%,3%,-4%,0%,15,635,·,-0.2%,2%
O=[N+]([O-])c1cc(-c2nc(-c3ccncc3)no2)ccc1Cl,i,0.8,-4%,11%,-3%,13%,2,617,-5.5%,-2.6%,0%
CC(C)Cn1c2nc3ccccc3nc2c2c(=O)n(CCN3CCOCC3)cnc21,+,0.2*,-4%,17%,1%,2%,27,718,11%,0.1%,10%
CC1Sc2ccc(S(=O)(=O)N3CCC(C(=O)N4CCN(C)CC4)CC3)cc2NC1=O (centres undefined),?,·,-10%,41%,-5%,-5%,-3,708,·,2.2%,4%
COC(CNC(=O)CCc1c(C)nc2c(-c3ccccc3)c(C)nn2c1C)OC,i,0.6,-4%,2%,3%,-1%,7,406,·,-2.1%,8%
